Bioassay records (PubChem)
CHO parental Ca: signal in parental CHO cells, OX1R antagonist counter-screen; 330,000 tested, 0.63% active; parental CHO-K1, ATP-induced calcium, Fluo-8 fluorescence; inhibition, % at 5.6 µM;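 active = inhibition above that plate's mean sample inhibition plus 3 SD, cut at about 26% in these data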;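 also: 0% = ATP-challenged DMSO wells and 100% = DMSO wells without ATP; some compounds past the cut are filed as inactive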
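Material: parental CHO cells / Compound: single nominal dose of 5.6 µM per compound / Signal: Fluo-8 fluorescence / Replicates: singlicate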
CHO-K1 Ca PAM: nonselective activator or artifact in parental CHO-K1 calcium assay; activation, % at 3 µM; ATP EC20, Fluo-8 calcium fluorescence; 0% at ATP EC20, 100% at ATP max; AID 602247; 360,000 tested, 0.02% active;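 active = activation above the run cutoff, the mean activation of all test compounds plus 3 SD, cut at about 40% in these data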;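 also: peak over basal fluorescence ratio in a 140 s read after ATP addition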
CHO-K1 Ca ag: nonselective activator or artifact in parental CHO-K1 cells. 360,000 tested, 0.48% active. Fluo-8 calcium fluorescence; scaled to maximal ATP response, vehicle zero. activation, % at 3 µM; in the data active = activation above about 15%;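 also: untransfected CHO-K1 host cells lacking M1 receptor as counterscreen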
OXTR potentiate: potentiators of human oxytocin receptor; P30559; CHO-OTR cells, Fluo-8 calcium fluorescence, potentiator mode; 0% = oxytocin EC15, 100% = EC100; activation, % at 3 µM; 320,000 tested, 0.061% active;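 active = activation above that plate's cutoff, the mean activation of tested compounds plus 3 SD, cut at about 6.6% in these data, passing the limit was not always enough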;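 also: 100% uses oxytocin at 75 nM as the full agonist control; some results filed as inactive read as strong as hits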
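Assay system: CHO cell line stably expressing human OTR | Also added: Oxytocin at about EC15, sub-maximal agonist stimulus | Times: Compound 6 min at room temperature before oxytocin, 100 s read | Measured by: Fluo-8 intracellular calcium fluorescence, ex 470-495, em 515-575 nm | Controls: EC15 oxytocin alone as 0%, 75 nM oxytocin as 100%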
M1 ag: human M1 muscarinic receptor agonism; CHO-K1 hM1, Fluo-8 calcium fluorescence, agonist mode; 0% DMSO, 100% acetylcholine EC100; activation, % at 3 µM; 360,000 tested, 0.33% active; AID 588814;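 active = activation above the run's mean compound activation plus 3 SD, cut at about 16% in these data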;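 also: peak over basal fluorescence ratio within a 140 s kinetic read after compound addition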
TAAR1 agonist: agonists of human TAAR1; CHO RD-HGA16 TAAR1, Fluo-8 calcium fluorescence; vehicle wells 0%, saturating PEA agonist 100%; AID 624467; 360,000 tested, 0.99% active; activation, % at 3 µM; Q96RJ0;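 active = activation above the mean activation of all test compounds in the run plus 3 SD, cut at about 38% in these data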
Target sequence (Q96RJ0 whole entry, looked up): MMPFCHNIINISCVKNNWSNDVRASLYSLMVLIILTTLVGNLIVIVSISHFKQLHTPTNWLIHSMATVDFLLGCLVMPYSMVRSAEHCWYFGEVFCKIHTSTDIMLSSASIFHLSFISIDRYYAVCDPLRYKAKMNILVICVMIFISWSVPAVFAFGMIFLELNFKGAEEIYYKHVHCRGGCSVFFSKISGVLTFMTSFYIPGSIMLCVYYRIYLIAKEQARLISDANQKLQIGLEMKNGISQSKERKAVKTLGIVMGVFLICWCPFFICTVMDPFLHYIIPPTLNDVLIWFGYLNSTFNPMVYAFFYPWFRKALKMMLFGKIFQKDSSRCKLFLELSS
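Test system: RD-HGA16 (CHO) cells co-expressing Gα16 and hTAAR1 / Benchmarks: DMSO vehicle as 0%, PEA at EC100 as 100% / Repeats: no replicates (n 1) / Measure: % activation from peak over basal fluorescence ratio, DMSO-to-PEA scaled / Timing: 17-24 h plating, Fluo-8 75 min 37 °C, 30 min RT / Technique: kinetic Fluo-8 calcium fluorescence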
V1R ag counter: activates human V1a receptor in oxytocin agonist counter-screen; P37288; CHO-V1R cells, Fluo-8 calcium fluorescence, agonist mode; 0% DMSO, 100% 3 nM vasopressin; 320,000 tested, 0.25% active; activation, % at 3 µM; AID 2797;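 active = activation above the mean activation of all tested compounds plus 3 SD, per screening run, cut at about 20% in these data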;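 also: signal is peak over basal fluorescence ratio across a 100 second FLIPR read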
Target sequence (P37288 whole entry, looked up): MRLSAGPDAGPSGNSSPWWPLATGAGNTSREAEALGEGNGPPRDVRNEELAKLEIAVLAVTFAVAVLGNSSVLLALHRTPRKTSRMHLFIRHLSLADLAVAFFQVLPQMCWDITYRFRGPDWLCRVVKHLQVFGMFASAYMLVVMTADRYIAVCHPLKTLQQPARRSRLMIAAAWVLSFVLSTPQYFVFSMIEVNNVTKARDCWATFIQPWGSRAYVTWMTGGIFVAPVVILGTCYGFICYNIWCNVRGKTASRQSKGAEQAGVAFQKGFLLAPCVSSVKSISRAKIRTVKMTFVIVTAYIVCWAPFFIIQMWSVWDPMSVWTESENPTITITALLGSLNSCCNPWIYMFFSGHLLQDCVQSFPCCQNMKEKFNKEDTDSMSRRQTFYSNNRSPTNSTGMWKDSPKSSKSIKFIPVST
CHO-K1 Ca antag: M1 antagonist counterscreen hit in parental CHO-K1 cells; AID 602250; inhibition, % at 3 µM; 360,000 tested, 0.6% active; ATP-induced calcium, Fluo-8 fluorescence;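 active = inhibition above a per-plate cutoff, the plate's mean sample inhibition plus 3 SD, cut at about 24% in these data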;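 also: 0% = DMSO plus EC80 ATP and 100% = DMSO alone without ATP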
TAAR1 antagonist: human TAAR1 antagonism. inhibition, % at 3 µM. Q96RJ0. CHO RD-HGA16 TAAR1, Fluo-8 calcium fluorescence, antagonist. 360,000 tested, 1.5% active;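 active = inhibition above a per-plate cutoff, the mean inhibition of test compounds on that plate plus 3 SD, cut at about 49% in these data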;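 also: 0% = DMSO plus EC80 beta-PEA response and 100% = DMSO alone without agonist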
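Test system: RD-HGA16 CHO cells with stable hTAAR1 and Gα16 / Probe or stimulus: EC80 β-phenethylamine stimulus / Times: seeding 17-24 h prior, 75-min 37 °C, 30-min RT dye loading / Detection: Fluo-8 calcium-sensitive fluorescence / Read-out basis: % inhibition scaled between DMSO and EC80 PEA controls / Repeats: singlicate, one well per test compound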
* hit, by the source's call; x = not tested or not shown. Hits appear at their usual frequency (roughly 3.3% active in at least one column).

SMILES,M1 ag,TAAR1 antagonist,V1R ag counter,CHO-K1 Ca antag,CHO-K1 Ca ag,OXTR potentiate,CHO-K1 Ca PAM,CHO parental Ca,TAAR1 agonist
COc1ccc(C(=O)NCc2cc(C(C)C)no2)cc1OC1CCN(C(C)C)CC1,-4,-20,-0.5,3,0.5,-6,0,5,0
COc1ccccc1NC(=O)C(=O)NCCC1CCCCN1S(=O)(=O)c1cccs1 (stereo unspecified),-4,1,0.1,20,0.0,-11,-35,-16,3
CCOc1ccc(C(=O)Nc2cc(C)c3c(=O)oc4ccccc4c3n2)cc1,-1,0,0.5,6,-0.4,0,11,-19,1
Cc1sc(-c2ccccn2)nc1OC(=O)c1ccc(F)cc1F,-12,-23,-1.7,0,1.1,-9,15,2,4
COc1cc2c(cc1OC)-c1cc(Nc3ccc(N(C)C)cc3)nc(=O)n1CC2,-3,-12,0.6,-8,3.2,-4,12,-6,2
CCO/C(C)=N/Oc1cc(OC)cc(OC)c1,-8,-10,x,22,-0.6,x,-8,x,-2
Cc1cc(OCC(=O)NCc2ccccn2)c2c(C)c(C)c(=O)oc2c1,-4,-2,0.7,-15,2.3,-7,12,0,-1
O=c1c(O)c(-c2cccs2)oc2ccccc12,16*,27,59*,19,10,-9,-7,49*,45*
O=C(Nc1c2c(nn1-c1ccccc1)CS(=O)C2)c1ccco1 (stereo unspecified),-1,-19,0.3,0,0.5,5,2,-6,3
CCCn1c(SCC(=O)NCCc2ccccc2)nnc1-c1ccccn1,-4,-15,1.2,-10,0.8,-10,23,-18,6
NC(=O)C1(N2CCCCC2)CCN(C(=S)Nc2cccc(Cl)c2)CC1,0,-18,0.5,-1,1.4,-1,-6,-5,6
N#C/C(=C\c1c(N2CCN(c3ccccc3)CC2)nc2ccccn2c1=O)C(N)=O,-2,4,x,-3,3.7,x,6,x,7

SMILES,M1 ag,TAAR1 antagonist,V1R ag counter,CHO-K1 Ca antag,CHO-K1 Ca ag,OXTR potentiate,CHO-K1 Ca PAM,CHO parental Ca,TAAR1 agonist
O=C(CSc1nnc(-c2ccco2)o1)c1ccc(F)c(F)c1,-7,-6,-1.6,-8,0.8,-5,18,-19,2
COc1ccc(CNC(=O)C2CCCN(S(=O)(=O)c3ccc(Br)s3)C2)cc1 (stereo unspecified),-7,16,5.7,-1,1.3,-12,0,-14,-1
COC(=O)C(Cc1ccc(OC(=O)c2ccc(C)cc2)cc1)N1Cc2ccccc2C1=O (stereo unspecified),1,x,6.6,10,8.9,-19,3,44*,x
CCS(=O)(=O)c1ccc2c(c1)N(S(=O)(=O)c1ccc(Cl)cc1)CC(C(=O)O)O2 (stereo unspecified),-6,11,-0.1,-3,0.2,4,14,0,5
O=C1NC(=O)/C(=C/c2ccc(OS(=O)(=O)c3ccc(F)cc3F)cc2)N1,4,6,2.7,17,3.6,-12,0,1,6
CC(=O)Nc1ccc(NC(=O)CSc2nc3[nH]ncc3c(=O)n2-c2ccccc2)cc1,4,-20,-0.4,8,-0.9,-1,12,8,1
NC(=O)C1(c2ccccc2)CCOCC1,-1,3,-0.4,-6,0.7,-4,16,8,12
CCCN(C(=O)c1cnccn1)c1c(N)n(Cc2ccccc2)c(=O)[nH]c1=O,-1,-3,-0.8,-16,0.5,-3,4,-18,-2
CCOC(=O)Nc1ccc2c(COC(=O)CNS(=O)(=O)c3ccc(NC(C)=O)cc3)cc(=O)oc2c1,-5,-2,0.0,-2,0.6,-3,3,-8,7
O=c1c2c3c(sc2n2cnnc2n1CCc1ccccc1)CCCC3,-7,-8,-0.1,-5,0.0,-4,2,-12,9
Cc1ccc(CNS(=O)(=O)c2ccc3oc(C(=O)O)c(C)c3c2)cc1,-3,-9,-0.2,-18,0.1,-3,13,-9,6
Cc1nc2scc(C)n2c(=O)c1S(=O)(=O)NC(C)c1ccccc1 (stereo unspecified),0,-18,0.1,4,-0.2,-5,-10,-9,9

SMILES,M1 ag,TAAR1 antagonist,V1R ag counter,CHO-K1 Ca antag,CHO-K1 Ca ag,OXTR potentiate,CHO-K1 Ca PAM,CHO parental Ca,TAAR1 agonist
CS(=O)(=O)N1N=C(c2ccc(Br)cc2)CC1c1ccc2c(c1)OCO2 (stereo unspecified),-4,x,3.0,-13,1.5,-5,9,-9,x
CCC(NC(=O)C1CCCO1)c1ccccc1 (stereo unspecified),-3,-10,0.4,-2,4.6,-3,6,-1,8
O=C(NC1CCCCCCC1)C1c2ccccc2C(=O)N1Cc1cccs1 (stereo unspecified),0,-2,-1.1,-5,1.4,-1,0,-14,0
CCOC(=O)c1c(C)n(C)c2ccc(OC)c(NC(=O)CCN3CCSCC3)c12,-6,7,1.0,-9,0.3,4,12,-20,-1
CCc1nnc(NC(=O)CSc2nnc3c(C)cc4c(C)ccc(C)c4n23)s1,-11,-18,-0.2,5,-0.6,-6,-10,-13,1
Cc1cccc(Oc2nc3c(c(=O)n(C)c(=O)n3C)n2C)c1,-4,-22,0.6,-16,2.7,1,3,-8,1
CC(C)CCn1c(SCC(=O)NC2CCS(=O)(=O)C2)nc2cc(Cl)ccc2c1=O (stereo unspecified),-2,-37,-0.8,16,0.4,0,-9,-2,2
Cc1ccc(-c2c(C)n([O-])c3c([n+]2=O)CCCCC3)o1,-5,0,-0.2,-8,0.3,-6,19,3,9
CC(=O)Nc1c(C)ccc(CNC(=O)COc2cc(C)ccc2C)c1C,-7,-20,1.1,-6,2.3,-8,17,-5,6
CC[N+](C)(C)CC/C=C1/c2ccccc2Sc2ccc(Cl)cc21,-6,-5,0.3,0,0.7,0,-6,-1,8
N#Cc1c(C(F)(F)F)cc(-c2ccc(Cl)cc2)nc1SCC(=O)O,-4,0,1.9,-2,0.1,-11,4,-10,5
Cc1noc(C)c1COc1ccccc1C(=O)N(C)Cc1ccco1,-1,12,-1.0,-2,4.3,-1,16,-7,6

SMILES,M1 ag,TAAR1 antagonist,V1R ag counter,CHO-K1 Ca antag,CHO-K1 Ca ag,OXTR potentiate,CHO-K1 Ca PAM,CHO parental Ca,TAAR1 agonist
Cc1nc(N)sc1-c1csc(Nc2ccc(Cl)cn2)n1,-2,-13,-1.0,13,-0.3,2,-11,-6,11
CCOC(=O)CNC(=O)CSc1ncnc2c1cnn2-c1ccc(C)cc1,1,3,1.5,3,-0.3,-7,1,-3,4
O=c1[nH]cccc1-c1nc2cc(Cl)ccc2n1Cc1ccccc1,-2,3,6.1,6,1.7,-6,-5,-17,9
CN1CCN(c2ccc(C(F)(F)F)cc2NC(=O)Nc2ccccc2)CC1,-1,29,33*,17,21*,-24,6,27,52*
COc1cc(OC)c(S(=O)(=O)NC(C)C)cc1C(=O)O,0,-13,1.4,-1,-0.1,-3,-8,-1,5
CCOC(=O)c1nn(-c2ccccc2F)c2nc(Nc3ccccc3)cc(=O)n12,-4,15,0.4,-6,1.7,-10,13,-4,6
Cc1ccc(S(=O)(=O)c2nc(/C=C/c3ccccc3)oc2N2CCC(C(N)=O)CC2)cc1,-1,-6,x,15,0.4,x,-13,x,-2
COc1ccc(Oc2nc(-c3ccccc3)ncc2S(=O)(=O)c2ccccc2)cc1,-2,-16,0.0,-11,0.4,1,18,-22,7
CCOC(=O)c1ccc(NC(=O)c2ccc(NC(=O)C3CCCO3)cc2)cc1 (stereo unspecified),-2,41,14,-6,7.1,-12,-22,1,17
CN(C)C(=O)c1ccc(-c2cc3onc(-c4ccccc4)c3c(=O)n2C)cc1,0,21,13,-2,4.9,-9,-12,-12,8
C[C@H](O)[C@@H]1C(=O)N2CCc3c([nH]c4ccccc34)[C@@H]2C[C@@H]1N(C)Cc1ccc(Cl)cc1,-2,-18,x,-7,1.5,x,16,x,2
CCOc1ccc(C(=O)Nc2ccc(N3CCN(C)CC3)cc2)cc1[N+](=O)[O-],-16,33,1.3,0,0.5,-17,15,-5,31

SMILES,M1 ag,TAAR1 antagonist,V1R ag counter,CHO-K1 Ca antag,CHO-K1 Ca ag,OXTR potentiate,CHO-K1 Ca PAM,CHO parental Ca,TAAR1 agonist
O=S(=O)(Nc1ccc(S(=O)(=O)N2CCCC2)cc1)c1ccc(F)cc1F,2,1,0.6,-6,-0.4,0,4,-11,0
CC1CCCN(C(=O)C2CCN(C(=O)Nc3ccccc3)CC2)C1 (stereo unspecified),-4,0,0.1,-7,-0.2,-1,-4,-14,-1
COc1cccc(N2CCN(C(=O)CN(C)S(=O)(=O)c3ccc4c(c3)CCC(=O)N4)CC2)c1,-1,5,2.4,-6,1.7,-3,18,-15,3
C[C@@H]1CN([C@@H](C)CO)C(=O)c2cc(NS(C)(=O)=O)ccc2O[C@@H]1CN(C)Cc1ccc(C(F)(F)F)cc1,-14,1,x,-7,-0.2,x,-14,x,10
COC(=O)c1ccc(NN=Nc2ccc(C)cc2)cc1,-6,-1,-0.5,3,0.1,-5,-7,-13,-1
CCn1nccc1C(=O)Nc1ccc(Cl)cc1Cl,-6,-12,-0.5,0,-0.8,-2,2,-19,-1
COc1ccc(-c2cn[nH]c2-c2ccc(OCc3ccc(F)cc3)cc2O)cc1OC,-2,30,-0.7,-2,0.0,-5,18,-1,-1
O=[N+]([O-])c1ccc(N/N=C/c2ccc(O)c(O)c2O)c(S(=O)(=O)N2CCOCC2)c1,-3,-11,x,12,4.3,x,7,x,6
